Screening data (PubChem BioAssay)
GASC1 inh: inhibitors of human demethylase GASC-1 KDM4C; Q9H3R0; GST-KDM4C 2-372, H3K9me3 peptide, LANCE TR-FRET; inhibition, % at 12.5 µM; 96,000 compounds, 0.15% hits;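 active = mean replicate inhibition above about 25%, with at least 55% of replicates also reaching it, limit read from the data, passing the limit was not always enough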
Target sequence (Q9H3R0 2-372 limits assumed): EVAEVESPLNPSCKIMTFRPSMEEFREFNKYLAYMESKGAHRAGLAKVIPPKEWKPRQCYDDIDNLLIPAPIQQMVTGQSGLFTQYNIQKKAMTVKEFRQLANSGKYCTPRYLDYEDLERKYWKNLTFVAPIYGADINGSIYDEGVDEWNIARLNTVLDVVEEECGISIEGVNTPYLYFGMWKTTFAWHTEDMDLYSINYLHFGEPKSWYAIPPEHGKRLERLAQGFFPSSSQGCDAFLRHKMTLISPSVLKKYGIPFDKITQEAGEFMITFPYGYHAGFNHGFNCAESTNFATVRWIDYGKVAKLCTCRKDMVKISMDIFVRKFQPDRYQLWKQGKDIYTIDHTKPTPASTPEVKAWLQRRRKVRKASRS
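System: N-terminal GST-fused human GASC-1 (KDM4C) fragment, residues 2-372; amount: enzyme final amount 10 nM; incubation: reaction 30 min RT, detection step 1 h RT; medium: HEPES buffer, pH 7.5, plus ascorbate; technique: LANCE TR-FRET, Eu antibody, ULight-streptavidin, EDTA, ex 340 nm, em 618/671 nm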
Pf Dd2 growth: P. falciparum Dd2 growth inhibition | SYBR Green, 72 h; hits give low values | activity change, % at 10 µM | 94,000 compounds, 2.3% hits | AID 1159554; in the data active = activity change below about -80%
C diff growth: C. difficile growth inhibition | Clostridium difficile clinical isolate growth, OD600, 24 h; hits give low values | 86,000 compounds, 0.25% hits | growth activity, negative = inhibition, % at 16 µg/mL (by protocol);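 active = mean growth activity at or below -80% and every replicate also at or below -80%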;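 note: 0% = DMSO wells and -100% = levofloxacin 16 µg/mL wells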
T cruzi growth: T. cruzi proliferation inhibition. T. cruzi beta-gal in NIH3T3, GalScreen luminescence, 90 h. AID 624255. 77,000 compounds, 5.9% hits. inhibition, % at 8.34 µM;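 active = mean inhibition above about 93%, with at least 55% of replicates each passing it, limit read from the data, passing the limit was not always enough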
An asterisk follows results filed as active; x = not tested or not shown; & = joins results of further samples. The order is random. Share with any hit: about 7.2%.

SMILES | GASC1 inh | Pf Dd2 growth | C diff growth | T cruzi growth
Cc1ccc(S(=O)(=O)Nc2ccc3c(c2)C(=O)N([C@@H](C)CO)C[C@@H](C)[C@@H](CN(C)S(=O)(=O)c2ccccc2)O3)cc1 | -1.7 | 1 | 1 | 58
O=C(Nc1ccc2c(c1)[C@@H]1C[C@@H](CC(=O)N3CCOCC3)O[C@H](CO)[C@@H]1O2)C1CCOCC1 | 3.4 | 18 | x | 14
COc1ccccc1-c1ccc2n(c1=O)C[C@@H]1[C@@H](CO)[C@H](C(=O)NCc3ccccc3Cl)N[C@H]21 | -1.6 | x | 37 | 41
CC=Cc1ccc2n(c1=O)C[C@H]1[C@H](CO)[C@@H](C(=O)NCC3CC3)N(Cc3ccccc3)[C@@H]21 (mixture of isomers) | 6.2 | 1 | 5 | 12
CCC(=O)N1CC2(C1)[C@H](c1ccccc1)[C@H](CO)N2CC1CCCC1 | 1.5 | -3 | 9 | x
COc1ccc(C#Cc2cnc3c(c2)C(=O)N([C@@H](C)CO)C[C@H](C)[C@@H](CN(C)CC2CCOCC2)O3)cc1 | -2.0 | -34 | -1 | 28
COCC#Cc1cnc2c(c1)C(=O)N([C@H](C)CO)C[C@H](C)[C@H](CN(C)C(=O)c1ccc3c(c1)OCO3)O2 | -0.8 | 19 | -5 | 21
COc1cccc(S(=O)(=O)Nc2ccc3c(c2)OC[C@@H](C)N(Cc2cc(F)ccc2F)C[C@@H](C)[C@H](OC)CN(C)C3=O)c1 | 0.1 | -50 | x | 102*
C[C@H]1CN([C@@H](C)CO)C(=O)c2cc(NC(=O)c3ccncc3)ccc2O[C@@H]1CN(C)C(=O)NC1CCCCC1 | -1.3 | 14 | -6 | x
C[C@@H]1CCCCO[C@@H](CN(C)S(=O)(=O)c2ccc(Cl)cc2)[C@H](C)CN([C@@H](C)CO)C(=O)c2cc(NC(=O)Nc3ccc(F)cc3)ccc2O1 | 12 | -73 | -1 | 89
C[C@H](CO)N1C[C@H](C)[C@@H](CN(C)CC2CC2)OCCCC[C@H](C)Oc2ccc(NC(=O)Nc3ccc4c(c3)OCO4)cc2C1=O | 1.8 | 18 | 7 | 27
COc1ccc(S(=O)(=O)N(C)C[C@@H]2Oc3cc(C#CC4CC4)ccc3S(=O)(=O)N([C@@H](C)CO)C[C@@H]2C)cc1 | 0.4 | -53 | 9 | 110*
C[C@@H]1CN([C@H](C)CO)C(=O)Cc2cc(NS(=O)(=O)c3ccccc3)ccc2O[C@@H]1CN(C)S(C)(=O)=O | 0.2 | 5 | 5 | 16
O=C(N[C@@H]1CC[C@H](CCn2cc(C3CCCC3)nn2)O[C@@H]1CO)c1cccnc1 | 0.7 | -4 | -1 | x
C[C@@H]1CCCCO[C@H](CN(C)C(=O)c2ccccc2)[C@H](C)CN([C@@H](C)CO)C(=O)c2cc(NS(=O)(=O)c3ccc(Cl)cc3)ccc2O1 | 2.1 | -13 | -3 | 67
C[C@H]1CN([C@@H](C)CO)C(=O)c2cc(NS(C)(=O)=O)ccc2O[C@H]1CN(C)C(=O)Nc1ccc2c(c1)OCO2 | -0.1 | 5 | x | -75
C/C=C/c1ccc([C@H]2[C@@H](CO)N(CCC)[C@H]2CNC(=O)CN2CCOCC2)cc1 | 2.7 | -28 | 4 | x
CO[C@H]1CN(C)C(=O)c2cc(NC(=O)c3ccc(F)cc3)ccc2OC[C@H](C)N(C(=O)CC2CC2)C[C@H]1C | -1.1 | x | x | 16
N#Cc1cccc(-c2ccc(C3[C@H]4CNC[C@@H]3N4S(=O)(=O)c3ccccc3F)cc2)c1 (some centres undefined) | 2.5 | -62 | -8 | x
CCNC(=O)Nc1ccc2c(c1)C(=O)N(C)[C@H]1CC[C@@H](CC(=O)NCc3ccc(F)cc3)O[C@@H]1CO2 | -1.5 | -12 | 2 | 30
Cc1cc(C(=O)Nc2cccc3c2O[C@H](CN(C)S(=O)(=O)c2c(C)noc2C)[C@H](C)CN([C@@H](C)CO)C3=O)n(C)n1 | -1.5 | -18 | 1 | 70
C[C@H]1CN([C@@H](C)CO)C(=O)c2cc(/C=C/c3ccccc3)cnc2O[C@@H]1CN(C)Cc1ccccc1F | -0.6 | -47 | 5 | 112*
COc1ccccc1C#Cc1ccc2c(c1)O[C@@H](CN(C)C)[C@@H](C)CN([C@H](C)CO)S2(=O)=O | -0.6 | -5 | -2 | x
C[C@H]1CN([C@@H](C)CO)C(=O)Cc2cc(NC(=O)Nc3ccc(F)cc3)ccc2O[C@H]1CN(C)S(=O)(=O)c1cccs1 | 0.6 | 3 | -5 | 15
CCC(=O)N1[C@H](CO)[C@H](c2ccccc2)[C@H]1CN(C(C)C)S(C)(=O)=O | -1.5 | 5 | -4 | 24
COc1ccc(S(=O)(=O)Nc2ccc3c(c2)C(=O)N([C@H](C)CO)C[C@@H](C)[C@@H](CN(C)Cc2ccc(C(F)(F)F)cc2)O3)cc1 | -1.6 | -2 | -2 | 90
CO[C@H]1CN(C)C(=O)c2ccc(NC(C)=O)cc2OC[C@@H](C)N(Cc2cccnc2)C[C@@H]1C | -0.9 | x | x | -10
C[C@@H]1CN([C@@H](C)CO)C(=O)c2cccc(N(C)C)c2O[C@H]1CN(C)Cc1ccncc1 | 3.1 | 17 | 1 | 51
C[C@H]1CN([C@@H](C)CO)C(=O)CCCn2cc(nn2)CO[C@H]1CN(C)S(=O)(=O)c1ccc(-c2ccccc2)cc1 | 1.4 | -17 | x | -27
C[C@@H]1CCCCO[C@@H](CN(C)C(=O)c2ccncc2)[C@@H](C)CN([C@H](C)CO)C(=O)c2cc(NS(=O)(=O)c3ccc(Cl)cc3)ccc2O1 | -0.9 | 25 | x | 59

Laid out differently: 3 of the compounds above
Second line of a record: GASC1 inh	Pf Dd2 growth	C diff growth	T cruzi growth
> C[C@H](CO)N1C[C@H](C)[C@@H](CN(C)CC2CC2)OCCCC[C@H](C)Oc2ccc(NC(=O)Nc3ccc4c(c3)OCO4)cc2C1=O
→ 1.8	18	7	27
> COc1cccc(S(=O)(=O)Nc2ccc3c(c2)OC[C@@H](C)N(Cc2cc(F)ccc2F)C[C@@H](C)[C@H](OC)CN(C)C3=O)c1
→ 0.1	-50	x	102*
> O=C(N[C@@H]1CC[C@H](CCn2cc(C3CCCC3)nn2)O[C@@H]1CO)c1cccnc1
→ 0.7	-4	-1	x

The listing continues.
SMILES | GASC1 inh | Pf Dd2 growth | C diff growth | T cruzi growth
C[C@H](CO)N1C[C@H](C)[C@@H](CN(C)S(C)(=O)=O)Oc2ccc(NC(=O)Cc3ccccc3)cc2C1=O | 16 | 15&-6 | -4&0 | 50&-1
C[C@H](CO)N1C[C@H](C)[C@@H](CN(C)Cc2ccc(-c3ccccc3)cc2)Oc2ccc(NC(=O)Cn3cnnn3)cc2C1=O | -1.7 | -6 | -13 | 84
COc1ccc2c3c([nH]c2c1)[C@@H](CO)N(C(=O)c1ccccn1)CC31CCN(C(=O)C2CCCCC2)CC1 | -0.3 | -7 | 2 | x
O=C(c1ccc2c(c1)OCO2)N1C[C@H]2[C@@H](c3ccccc31)[C@H](CO)N2C(=O)CC1CC1 | 0.4 | 27 | -4 | 17
O=C(C[C@H]1C[C@@H]2c3cc(NC(=O)Nc4ccccc4F)ccc3O[C@@H]2[C@@H](CO)O1)NCC(F)(F)F | -2.2 | -36 | 2 | -31
C[C@@H]1CN([C@H](C)CO)S(=O)(=O)c2ccc(-c3ccncc3)cc2O[C@H]1CN(C)S(C)(=O)=O | 0.6 | -22 | 0 | 45
C[C@@H]1CCCCO[C@@H](CN(C)C(=O)Nc2ccccc2)[C@H](C)CN([C@H](C)CO)C(=O)c2cc(NS(=O)(=O)c3cccs3)ccc2O1 | 14 | x | -7 | 46
COC(=O)C[C@@H]1CC[C@@H]2[C@H](COc3ccc(NC(=O)Nc4ccc(C)cc4)cc3C(=O)N2C)O1 | 3.7 | -27 | -1 | 43
CCCN(C)C[C@@H]1Oc2ncc(C#CC3(O)CCCC3)cc2C(=O)N([C@H](C)CO)C[C@@H]1C | -0.2 | -48 | 8 | 7
CCCN1C[C@@H](C)[C@@H](OC)CN(C)C(=O)c2ccc(NC(=O)Nc3cccc(F)c3)cc2OC[C@@H]1C | 0.6 | -52 | x | 10
O=C(C[C@@H]1CC[C@@H]2NC[C@H](O)COC[C@H]2O1)NCCc1ccncc1 | 1.2 | x | -3&-12 | 29
COc1ccc(S(=O)(=O)N(C)C[C@@H]2OCCCC[C@@H](C)Oc3ccc(NC(=O)Cc4ccccc4)cc3C(=O)N([C@H](C)CO)C[C@@H]2C)cc1 | -1.9 | -77 | 4 | 93
C[C@H](CO)N1C[C@H](C)[C@@H](CN(C)C(=O)Nc2ccc(C(F)(F)F)cc2)OCCCC[C@H](C)Oc2ccc(NS(=O)(=O)c3ccc(Cl)cc3)cc2C1=O | -2.4 | -75 | -4 | 92
CC(C)NC(=O)Nc1ccc2c(c1)C(=O)N([C@@H](C)CO)C[C@@H](C)[C@@H](CN(C)C(=O)NC1CCCCC1)OCCCC[C@H](C)O2 | -0.9 | -32 | -3 | 5
C[C@H]1CN([C@@H](C)CO)C(=O)Cc2cc(NC(=O)c3ccncc3)ccc2O[C@H]1CN(C)C(=O)Nc1ccc(C(F)(F)F)cc1 | -1.0 | 8 | 1 | 21

Some entries already given with just Pf Dd2 growth and GASC1 inh.
structure	Pf Dd2 growth	GASC1 inh
C[C@@H]1CN([C@H](C)CO)C(=O)Cc2cc(NS(=O)(=O)c3ccccc3)ccc2O[C@@H]1CN(C)S(C)(=O)=O	5	0.2
O=C(N[C@@H]1CC[C@H](CCn2cc(C3CCCC3)nn2)O[C@@H]1CO)c1cccnc1	-4	0.7

New compounds follow.
SMILES | GASC1 inh | Pf Dd2 growth | C diff growth | T cruzi growth
CCCNC(=O)[C@@H]1[C@@H](CO)[C@@H]2Cn3c(ccc(-c4cccnc4)c3=O)[C@@H]2N1CCC | 5.3 | 3 | 0 | 17
CC(=O)N1CCCCN2[C@H](C1)[C@@H](c1ccc(C#Cc3ccccc3F)cc1)[C@@H]2CO | 0.3 | -21 | -12 | 112*
C[C@@H]1CCCCO[C@@H](CN(C)Cc2ccc(Cl)c(Cl)c2)[C@H](C)CN([C@H](C)CO)C(=O)c2cc(NC(=O)Nc3cccc4ccccc34)ccc2O1 | -0.3 | -74 | 11 | 95
C[C@H](CO)N1C[C@H](C)[C@@H](CN(C)S(=O)(=O)c2ccc(F)cc2)Oc2cc(Br)ccc2S1(=O)=O | -3.4 | 18&-7 | 1&0 | 75&47
CO[C@@H]1CN(C)C(=O)c2ccc(NC(=O)C3CCC3)cc2OC[C@H](C)NC[C@@H]1C | 1.3 | x | 1 | 9
COc1cccc(CN2CC3(CCN(CC4CCOCC4)CC3)c3c([nH]c4cc(OC)ccc34)[C@@H]2CO)c1 | 0.6 | -17 | 4 | x
C[C@H](O)C#Cc1cnc2c(c1)C(=O)N([C@H](C)CO)C[C@@H](C)[C@H](CN(C)Cc1ccc(-c3ccccc3)cc1)O2 | 0.1 | 72 | x | x
C[C@H](CO)N1C[C@H](C)[C@@H](CN(C)Cc2ccc(Cl)c(Cl)c2)Oc2ccc(NC(=O)Cn3cnnn3)cc2C1=O | 0.3 | 1 | -11 | 3
CNC[C@@H]1Oc2ccc(NS(=O)(=O)c3c(C)noc3C)cc2C(=O)N([C@H](C)CO)C[C@H]1C | -1.1 | 37 | -9 | 21
C[C@H](CO)N1C[C@H](C)[C@H](CN(C)C)Oc2cc(C#Cc3ccccn3)ccc2S1(=O)=O | 2.3 | 15 | 3 | x
C[C@H]1CCCCO[C@H](CN(C)C(=O)CCCN(C)C)[C@@H](C)CN([C@@H](C)CO)C(=O)c2cc(N(C)C)ccc2O1 | -0.7 | 4 | 0 | 33
C[C@@H]1CCCCO[C@@H](CN(C)C(=O)CCCN(C)C)[C@H](C)CN([C@H](C)CO)C(=O)c2cc(NC(=O)CCCN(C)C)ccc2O1 | 19 | 16 | 6 | -6
C[C@@H]1CCCCO[C@@H](CN(C)C(=O)Cc2ccccc2)[C@@H](C)CN([C@H](C)CO)C(=O)c2cc(NS(=O)(=O)c3ccc(Cl)cc3)ccc2O1 | -0.1 | -3 | -15 | -2
CNC[C@@H]1Oc2c(NC(=O)Nc3ccccc3)cccc2C(=O)N([C@@H](C)CO)C[C@@H]1C | -0.7 | -13 | -2 | -3
COc1cccc(-c2ccc3c(c2)[C@@H]2[C@@H](CCN2S(=O)(=O)c2ccccc2C)[C@H](CO)N3)c1 | 0.6 | -33 | 4 | 28
C[C@@H]1CN([C@@H](C)CO)C(=O)c2cccc(NC(=O)C3CC3)c2O[C@@H]1CN(C)Cc1ccc(C(=O)Nc2ccccc2N)cc1 | 3.0 | -14 | 4 | 76
C[C@H]1CN([C@@H](C)CO)C(=O)c2cccc(NS(=O)(=O)c3cn(C)cn3)c2O[C@@H]1CN(C)Cc1ccc(C(=O)O)cc1 | -1.8 | 3 | -4 | 29

Quoted from the listing.
C/C=C/c1ccc([C@H]2[C@@H](CO)N(CCC)[C@H]2CNC(=O)CN2CCOCC2)cc1 | Pf Dd2 growth: -28
C[C@H]1CN([C@@H](C)CO)C(=O)Cc2cc(NC(=O)c3ccncc3)ccc2O[C@H]1CN(C)C(=O)Nc1ccc(C(F)(F)F)cc1 | C diff growth: 1
